# Bioassay records from PubChem.
# ASAP1 inh: inhibitors of human ASAP1 ArfGAP activity, primary screen, biochemical, fluorescence polarization; Arf-GAP with SH3 domain, ANK repeat and PH domain-containing protein 1 (Homo sapiens), …; inhibition, % at 16.5 µM; ASAP1-stimulated ARF1 GTP hydrolysis, GDP FP detection; actives 0.19% (n = 360,000); in the data active = inhibition above about 25%;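 also: 0% = vehicle with enzyme and substrate and 100% = no enzyme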
# DDE Tn7 FP inh: inhibitors of Tn7 peptide binding to fibrin DD(E), primary screen, biochemical, fluorescence polarization, human fibrin, Tn7 probe; Fibrinogen beta chain (Homo sapiens), P02675; FP displacement of FITC-Tn7 peptide from fibrin DD(E); 0% = median of compound wells per plate; inhibition, % at 8.3 µM; actives 0.13% (n = 370,000); AID 720508, 2013;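 active = inhibition above the mean of compounds falling within the control limits plus 3 SD of them, cut at about 14% in these data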;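 also: 0% = plate median of compound wells and 100% = 10 µM Aha-Tn7 peptide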
#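 Assay system: human fibrin DD(E) protein / Input: 2 µM fibrin DD(E) / Benchmarks: high control of 10 µM Aha-Tn7 peptide / Measured by: fluorescence polarization of the labelled Tn7 tracer / Medium: Tris buffer with calcium and detergent, pH 7.8 / Timing: 10 min compound pre-incubation, 3 h probe incubation at room temperature / Repeats: one replicate per compound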
# ARFGAP1 inhibitor: inhibitors of rat ARFGAP1 GAP activity, primary screen, biochemical, fluorescence polarization, GDP tracer | Arfgap1-stimulated ARF1 GTP hydrolysis, GDP FP detection | inhibition, % at 16.5 µM | actives 0.26% (n = 360,000) | AID 651572, 2012;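 active = inhibition above a per-plate limit, mean inhibition of low control wells plus 3 SD, cut at about 25% in these data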;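 also: 0% = DMSO wells with enzyme and 100% = wells lacking Arfgap1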
# Target sequence (Q62848 1-136 limits assumed): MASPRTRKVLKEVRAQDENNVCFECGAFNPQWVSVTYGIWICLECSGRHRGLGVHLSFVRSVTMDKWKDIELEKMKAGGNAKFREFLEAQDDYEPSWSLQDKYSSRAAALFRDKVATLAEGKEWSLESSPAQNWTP
#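 System: truncated rat Arfgap1 GAP domain / Benchmarks: high control wells lacking Arfgap1, low control full reaction with DMSO / Times: compound-enzyme preincubation 20 min, reaction 120 min, detection 60 min, 25 °C / Repeats: one replicate per compound / Also added: human ARF1(Δ1-17)-GTP substrate / Measured by: Tracer-displacement fluorescence polarization with EDTA stop, 620/688 nm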
# ADAM17 inh: ADAM17 inhibitors, primary screen, biochemical, QFRET; recombinant ADAM17, EDANS/DABCYL FRET peptide cleavage; inhibition, % at 6.95 µM; actives 0.83% (n = 370,000); Disintegrin and metalloproteinase domain-containing protein 17 (Homo sapiens), P78536; AID 720648, 2013;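 active = inhibition above the mean of compounds lying between control limits plus 3 SD, set per campaign, cut at about 8.5% in these data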;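 also: 0% = DMSO-only wells as the low control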
# PLC-gamma1 inh: PLC-gamma1 enzyme inhibitors, primary screen, biochemical, fluorescence, purified enzyme; 1-phosphatidylinositol 4,5-bisphosphate phosphodiesterase gamma-1 (Homo sapiens), P19174; fluorogenic substrate; inhibition, % at 12.2 µM; actives 0.84% (n = 370,000); AID 720700, 2013; in the data active = inhibition above about 9.5%
# LEDGF integ inh: blockers of LEDGF/p75-dependent integrase strand transfer – biochemical, TR-FRET, high throughput, primary screen; actives 0.64% (n = 370,000); HIV-1 integrase (with human LEDGF/p75); inhibition, % at 3.7 µM; TR-FRET IN-LEDGF/p75 DNA integration, Eu/Cy5; AID 743269, 2014;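 active = inhibition above the screen-wide mean plus 3 SD, cut at about 13% in these data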;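 also: signal is the Cy5 over europium emission ratio at 671 and 618 nm; 0% = plate median of compound wells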
# TDP2 inh: human TDP2 enzyme inhibitors, primary screen, biochemical, epi absorbance, recombinant enzyme; AID 720702, 2013; Tyrosyl-DNA phosphodiesterase 2 (Homo sapiens), O95551; T5PNP hydrolysis, p-nitrophenol absorbance 415 nm; actives 0.34% (n = 370,000); inhibition, % at 12.8 µM;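 active = inhibition above the mean of all tested compounds plus 3 SD, set per campaign, cut at about 25% in these data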;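 also: 0% = DMSO with enzyme and 100% = buffer with substrate but no TDP2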
#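 test system = human TDP2 enzyme | input = TDP2 enzyme at 120 nM final | medium = 50 mM Tris-HCl pH 7.5 with Mg2+, KCl, DTT, BSA | also added = T5PNP substrate, 5 mM | times = 2 h at 37 °C | technique = epi absorbance | benchmarks = high control without enzyme, low control DMSO plus TDP2 | replication = each compound tested once, singlicate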
# DDE Tn6 FP inh: inhibitors of Tn6 peptide binding to fibrin DD(E), primary screen, biochemical, fluorescence polarization, human fibrin, Tn6 probe | Fibrin DD(E) TRITC-Tn6 fluorescence polarization displacement | inhibition, % at 8.3 µM | actives 0.21% (n = 370,000);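 active = inhibition above a per-campaign cutoff: mean of compounds within control limits plus 3 SD, cut at about 15% in these data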;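 also: 0% = median of all compound wells on the plate and 100% = blocking peptide control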
# ADAM10 inh: human ADAM10 inhibitors, primary screen, biochemical, QFRET, HTS; recombinant ADAM10, EDANS/DABCYL FRET peptide cleavage, 3 h; inhibition, % at 7 µM; actives 0.62% (n = 370,000); AID 720582, 2013;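 active = inhibition above a per-campaign cutoff equal to the mean of compounds falling between control-based bounds plus 3 SD, cut at about 20% in these data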;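 also: 0% = DMSO wells while the 100% control is not disclosed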
# Target sequence (O14672 214-748 limits assumed): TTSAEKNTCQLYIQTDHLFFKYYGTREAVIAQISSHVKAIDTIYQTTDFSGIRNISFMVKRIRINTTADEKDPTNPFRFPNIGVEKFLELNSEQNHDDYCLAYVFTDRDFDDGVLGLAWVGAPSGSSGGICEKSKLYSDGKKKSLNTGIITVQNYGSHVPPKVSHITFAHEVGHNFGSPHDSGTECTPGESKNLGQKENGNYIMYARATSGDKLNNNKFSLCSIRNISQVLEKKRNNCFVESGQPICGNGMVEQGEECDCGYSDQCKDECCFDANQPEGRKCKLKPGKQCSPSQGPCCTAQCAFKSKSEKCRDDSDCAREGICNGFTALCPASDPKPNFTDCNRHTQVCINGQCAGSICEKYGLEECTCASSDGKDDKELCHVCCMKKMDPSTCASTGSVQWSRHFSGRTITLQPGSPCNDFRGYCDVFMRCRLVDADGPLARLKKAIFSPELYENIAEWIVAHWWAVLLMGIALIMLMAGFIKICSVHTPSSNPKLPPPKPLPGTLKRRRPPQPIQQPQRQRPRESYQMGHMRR
# KLK7 zymogen act: proKLK7 zymogen activators, primary screen, biochemical, fluorescence intensity. purified proKLK7, EDANS-DABCYL substrate fluorescence; 100% is mature enzyme control, 0% vehicle. activation, % at 7 µM. actives 0.9% (n = 370,000);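 active = activation above the mean of all tested compounds plus 3 SD, computed per campaign excluding outliers beyond control limits, cut at about 13% in these data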
# Target sequence (P49862 whole entry, looked up): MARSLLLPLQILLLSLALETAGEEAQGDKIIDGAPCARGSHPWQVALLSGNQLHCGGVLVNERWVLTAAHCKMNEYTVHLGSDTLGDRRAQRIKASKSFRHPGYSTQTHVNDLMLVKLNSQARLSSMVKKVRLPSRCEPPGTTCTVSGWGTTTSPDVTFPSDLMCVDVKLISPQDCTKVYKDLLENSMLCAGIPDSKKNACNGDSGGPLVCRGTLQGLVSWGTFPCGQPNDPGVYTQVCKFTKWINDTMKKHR
# * hit, by the source's call; x = no result given.
SMILES	ADAM17 inh	ASAP1 inh	DDE Tn7 FP inh	DDE Tn6 FP inh	ADAM10 inh	PLC-gamma1 inh	ARFGAP1 inhibitor	LEDGF integ inh	KLK7 zymogen act	TDP2 inh
COc1ccc(C(C(=O)NC2CCCCC2)N(C(=O)c2ccccn2)c2cccnc2)cc1 (configuration not stated)	-5	-1	1	5	5	0	-10	-3	-0.3	11
CCOC(=O)C1(Cc2ccccc2)CCN(Cc2cnn(-c3ccccc3)c2)CC1	0	-3	5	-5	-3	4	-12	0	0.5	-18
Cc1ccc(OCc2nc(-c3ccccn3)no2)cc1	-3	5	5	-2	-4	-3	1	-2	0.2	-1
CCC(=O)N1CCN(c2ccc(NC(=O)COc3ccccc3[N+](=O)[O-])cc2)CC1	-7	-5	0	-8	1	-2	20	-1	-0.6	8
CC1=CC(=C(C#N)c2nc3ccccc3s2)C=C(C)N1CC1CCCO1 (configuration not stated)	-5	17	-6	-6	-1	-6	9	-6	0.1	12
O=C(COc1cccnc1[N+](=O)[O-])Nc1ccc2c(c1)OC(F)(F)O2	-1	-3	-4	7	2	0	5	5	1.0	-8
O=C(Cc1cccc2ccccc12)NNC(=O)Nc1cccc(Cl)c1	-5	12	-4	-5	5	2	20	0	-0.4	2
C/C(=N/NC(=O)c1ccoc1C)c1ccc(NC(=O)c2ccncc2)cc1	-4	9	4	1	-4	-2	-5	-4	0.3	-2
Cc1cccc(-n2nnnc2SCn2nnc3ccccc3c2=O)c1	1	10	-3	2	15	1	0	2	0.3	-4
CC(NC(=O)c1cn(C)c2ccc(S(=O)(=O)N3CCCC3)cc2c1=O)c1ccc2c(c1)OCCO2 (configuration not stated)	0	-7	-6	-1	3	5	6	3	0.2	-4
CCCCN1C=C(C(=O)OC)C(c2ccccc2Cl)C(C(=O)OC)=C1	-144	-8	5	0	-451	-136	-2	-8	-13	1
Cc1cccc(C)c1NC(=O)Cn1cnc2c(=O)n(C)c(=O)n(C)c21	3	4	2	5	9	5	-7	1	-0.2	-8
O=C(c1ccco1)N1CCN(C/C=C/c2ccccc2)CC1	-5	-10	-3	7	-5	-1	6	-1	-1.0	-11
N#C/C(=C/c1ccc(N2CCOCC2)o1)C(=O)N1CCOCC1	0	-3	-11	-2	3	-6	3	-1	0.5	7
COc1ccc(-n2c(C)cc(C(=O)CN3C(=O)C(=O)N(Cc4ccccc4)C3=O)c2C)cc1	3	9	-4	4	1	-4	-8	3	-0.5	2
Cc1ccccc1C(=O)NC1CCN(CC(=O)Nc2ccccc2)CC1	-1	-5	-4	2	2	4	0	-4	0.7	12
Cc1ccc(C)c(S(=O)(=O)Nc2ccc3cn[nH]c3c2)c1	-3	-4	-1	-1	-8	4	-1	-2	-0.5	1
COc1ccc(NC(=O)COc2ccccc2C#N)c(S(=O)(=O)N2CCCCC2)c1	-3	-2	3	-8	-54	0	-2	1	0.0	0
O=C(CN1C(=O)NC2(CCCCC2)C1=O)NCCC1=CCCCC1	-1	-6	2	-4	-4	-1	5	-4	-0.2	11
Cc1ccccc1S(=O)(=O)NC(=O)C1(C)CCN1C(=O)c1cccc(F)c1 (configuration not stated)	-2	-8	2	5	-8	-1	9	-2	-0.2	-4
Cc1nn(-c2ccccc2)c2[nH]c(=O)c(CNCC3CCCO3)cc12 (configuration not stated)	-9	3	-8	-7	-18	-30	-2	0	1.1	5
CN(C)C(=O)N1CCC(C(=O)NCc2ccc(F)cc2Cl)CC1	1	-4	9	9	2	0	-5	-3	0.7	-5
O=C(C=C1CCN(c2ncc(C(F)(F)F)cc2Cl)CC1)NNC(=O)Nc1ccccc1	2	6	-12	-2	0	-2	0	-1	-0.7	-3
CCN1CCN(Cc2cccc(Oc3ccc(Cl)cc3)c2)CC1	-2	0	-1	6	0	1	-3	-6	-0.6	-13
Cn1c(CCc2ccc(N)cc2)nc2ccccc21	-4	9	-4	-2	-13	-3	1	-2	0.6	-1
Cc1cccc(Nc2nnc(SC3CCOC3=O)s2)c1C (configuration not stated)	-22	11	-1	-2	-1	3	11	1	0.6	12
CSCCC(=O)N1CCC(CCC(=O)NC2CC2)CC1	-1	-7	9	-5	5	-3	-1	-1	0.1	6
CCn1c(=O)c(C(=O)NCc2ccc(F)cc2)c(O)c2ccccc21	-3	-9	6	-1	5	-1	0	-10	-1.0	-9
Cc1cc(C)cc(OCCNC(=O)C(C)N2C(=O)c3ccccc3C2=O)c1 (configuration not stated)	0	9	4	-4	-7	-1	-10	3	0.0	3
C[C@@H]1CN([C@H](C)CO)C(=O)CCCn2nncc2CO[C@H]1CN(C)C(=O)C1CC1	-2	-1	3	-5	-7	0	-9	-1	1.1	-2
CC(C)c1ccc(NC2CCCN(C(=O)CSc3nncn3C)C2)cc1 (configuration not stated)	-4	0	1	4	-2	1	-1	0	0.1	18
Cc1ccc(S(=O)(=O)/N=C(\N)c2ccc(Cl)cc2)cc1	-1	-7	-1	5	7	3	-6	0	-0.7	-10
CCOC(=O)CC[C@@]1(C(=O)OCC)C[C@@H](CC(=O)NCCCN2CCCC2=O)C(=O)N2CCCC=C21	-1	x	4	-8	-9	0	x	-1	-0.4	4
COc1cc(C(=O)NC(C)CCn2cccn2)ccc1OC1CCN(C(C)=O)CC1 (configuration not stated)	-4	-11	5	7	-9	-1	6	-1	-0.3	-2
CCOc1ccc(C(CCc2ccccc2)NC(=O)c2ccc(OC)c(OC)c2)cc1OCC (configuration not stated)	-2	3	5	-4	1	4	-10	5	-0.3	-6
O=C(Cc1ccccc1)NCCc1cccc(Cl)c1	0	3	-4	-5	9	6	16	2	0.4	1
CCc1ccc2c(COC(=O)CNS(=O)(=O)c3ccc(NC(C)=O)cc3)cc(=O)oc2c1	1	6	3	0	4	-1	-2	1	-0.8	1
CC(C)c1nc(SCC(=O)Nc2ccc3c(c2)OCO3)n[nH]1	-2	-5	0	0	-1	-3	6	-2	0.8	4
COc1ccc(OC)c(NC(=O)c2cccc(N3C(=O)C4C5CCC(C5)C4C3=O)c2)c1 (configuration not stated)	-5	-9	3	7	-13	-1	-1	-4	0.5	-12
Nc1cc(=O)[nH]c(SCC(=O)Nc2ccccc2Sc2ccccc2)n1	-5	-18	9	-2	3	-1	11	-4	-0.6	12
COc1ccc2c(c1)c1c(c(=O)n(-c3ccc(C)cc3)c(=O)n1CC(=O)NCC1CCCO1)n2C (configuration not stated)	-47	-8	-2	4	-171	-56	-13	4	0.3	-4
Cc1nn(-c2ccccc2)c2c1c(C)c(CCC(=O)NCC1CCCO1)c(=O)n2C (configuration not stated)	-5	-15	-1	6	-5	-1	0	0	-0.3	5
COc1ccc2[nH]c3c(=O)n(Cc4ccc(C(=O)N5CCC(C(N)=O)CC5)cc4)c(=S)[nH]c3c2c1	-12	6	-4	2	-34	-11	1	0	0.9	-13
CCOC(=O)[C@]12CCC=C1N(CCC1=CCCCC1)C(=O)[C@H](CC(=O)NCc1ccc(C)o1)C2	-5	4	5	3	3	-5	-7	-1	0.8	1
O=C(NCC1CCCO1)c1cccc(Oc2ccc([N+](=O)[O-])cc2Cl)c1 (configuration not stated)	4	-6	-5	-1	2	6	0	4	0.4	7
O=C(Cn1cc(C(=O)C2CC2)c2ccccc21)Nc1ccc(F)cc1	3	6	-10	-1	-6	4	-9	7	0.3	-2
Cc1ccc(S(=O)(=O)Nc2cc(C(=O)NCCN(C)C)ccc2N2CCCCC2)cc1	-1	-19	-2	2	-7	3	0	-11	0.9	-18
CCS(=O)(=O)c1ccc(-c2csc(-c3ccc(Cl)cc3)n2)c(Cl)c1Cl	-3	12	0	0	-2	0	-8	-1	0.1	-5
CCN(CC)S(=O)(=O)c1ccc(NC(=O)CN(c2cccc(C)c2)S(C)(=O)=O)cc1	7	12	3	1	6	-1	-5	2	-0.3	-3
COC(=O)c1c(NC(=O)c2ccccc2OC)sc(C(=O)N2CCOCC2)c1C	0	13	2	10	-1	-32	1	-1	0.6	7

# Following part.
SMILES	ADAM17 inh	ASAP1 inh	DDE Tn7 FP inh	DDE Tn6 FP inh	ADAM10 inh	PLC-gamma1 inh	ARFGAP1 inhibitor	LEDGF integ inh	KLK7 zymogen act	TDP2 inh
CCCCOCCCNC(=O)C[C@H]1C[C@@]2(C(=O)OC)C(=C[C@H](COCc3ccccc3)O[C@@H]2C)N(CCc2ccc(OC)c(OC)c2)C1=O	-1	x	7	0	0	-1	x	2	0.4	-6
CC(=O)C1=C(O)C(=O)N(c2ccc(S(=O)(=O)Nc3nccs3)cc2)C1c1ccc(F)cc1 (configuration not stated)	-6	1	-1	-3	-6	-13	-10	-3	1.8	-7
Cc1nn(-c2ccccc2)c(C)c1NC(=O)c1cccs1	5	0	-7	6	2	12*	-3	5	-0.2	-7
COc1ccc(NC(=O)CCNS(=O)(=O)c2cccc(C(C)=O)c2)cc1S(N)(=O)=O	-2	0	10	-5	1	3	-6	1	-0.3	-16
O=C1NC(=NCc2ccccc2)S/C1=C/c1ccc(O)cc1	-1	2	-5	-8	-2	-38	7	-1	-1.2	-8
NC(=O)CCN1CCN(Cc2nc(C(c3ccccc3)c3ccccc3)no2)CC1	-2	-4	6	4	-4	1	-10	3	-0.2	0
CCn1c(-c2ccc(-c3ccccc3)cc2)c[nH]c1=S	-14	12	-5	-4	-33	-122	0	2	-0.7	1
